IL-1B inflam inh = qHTS for Inhibitors of Inflammasome Signaling: IL-1-beta AlphaLISA Primary Screen; actives 4.7% (n = 360,000); THP-1 LPS/ATP IL-1B secretion, AlphaLISA, 16 h; stronger effect = lower value; activity change, % at 57.5 µM; in the data active = activity change below about -50%; inconclusive = mostly about -30% to -49%; also: % is scaled to controls: 0 for no effect and ±100 for the full control effect
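Secreted IL-1B measured by AlphaLISA bead assay after 16 h compound exposure of THP-1 cells; compounds (final up to 57.5 uM) added 1 h before LPS (250 ng/mL) and ATP (1.25 mM) stimulation; lower signal means less secretion.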
MCF10A rereplic = A quantitative high throughput screen for small molecules that induce DNA re-replication in MCF 10a normal breast cells. MCF 10A DNA re-replication, Hoechst nuclear intensity, 48 h. Potency, µM (top dose mostly 46.1 µM), for the others: at the highest dose activity, positive = re-replication, hits mostly activators. actives 2.9% (n = 350,000); also: potency is read from the fitted curve at half-maximal effect; % of control where 0% means no effect; nearly all actives have a fitted effect of over 50% in size
ATXN2 expr inh = Primary qHTS for Inhibitors of ATXN expression; Potency, µM (top dose mostly 57 µM), for the others: at the top dose activity change, negative = inhibition, hits mostly inhibitors; actives 0.72% (n = 360,000); HEK-293 ATXN2-luciferase reporter, luminescence, 24 h; also: potency is read from the fitted curve at half-maximal effect; % is scaled to controls: 0 for no effect and ±100 for the full control effect; nearly all actives have a fitted effect of over 55% in size
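qHTS (up to 57 uM final) was run with 24 h compound exposure of reporter cells at 37 °C. Each well was multiplexed: SteadyGlo luminescence measured ATXN2-luciferase expression after a fluorogenic Gly-Phe-AFC viability readout (25 uM final).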
HT1080-NT tox = qHTS for induction of synthetic lethality in tumor cells producing 2HG: qHTS for the HT-1080-NT fibrosarcoma cell line; HT-1080-NT fibrosarcoma viability, CellTiter-Glo ATP luminescence, 48 h; Potency, µM (series often up to 46.1 µM), for inactives: top-dose activity, negative = less viability, most hits filed as cytotoxic; actives 1.6% (n = 360,000);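 also: NT is the 2HG producing partner of a matched IDH1 knockdown line; potency is read from the fitted curve at half-maximal effect; 0% = DMSO-treated cells and -100% = media-only wells without cells; nearly all actives have a fitted effect of over 55% in size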
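Viability of the 2HG-overproducing fibrosarcoma line after 48 hours of compound exposure at 37 degrees C was determined by luminescence with CellTiter-Glo, and concentration-effect curves were then fitted and categorized.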
HT1080 IDH1KD tx = qHTS for induction of synthetic lethality in tumor cells producing 2HG: qHTS for the HT-1080-IDH1KD cell line; HT-1080 IDH1 knockdown viability, ATP luminescence, 48 h; Potency, µM (series often up to 46.1 µM), inactives show at the highest dose activity, negative = toxicity, hits mostly cytotoxic; actives 2% (n = 360,000); AID 686971, 2013;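 also: potency is read from the fitted curve at half-maximal effect; 0% = DMSO wells and -100% = cell-free medium wells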
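CellTiter-Glo luminescence after 48 h compound exposure at 37 degrees C of IDH1-knockdown HT-1080 cells in 5% FBS RPMI. %Activity scaled between DMSO wells and cell-free media wells, with curves fitted and assigned curve classes.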
SW480 rerep = A quantitative high throughput screen for small molecules that induce DNA re-replication in SW480 colon adenocarcinoma cells; SW480 DNA re-replication, Hoechst DNA content imaging, 48 h; Potency, µM (titrated, usually from 46.1 µM), inactives show at the highest dose re-replication activation, usual class: activators; actives 1.8% (n = 340,000); AID 624297, 2012; also: potency is read from the fitted curve at half-maximal effect; % of control where 0% means no effect; nearly all actives have a fitted effect of over 55% in size
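First, 250 cells per well were seeded. Next, compound or vehicle (23 nL) was pinned in, plates sat 48 hr at 37 C. Finally Hoechst was added for 40 min before fluorescence scanning.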
HepG2 viability = qHTS for Inhibitors of TGF-b: Cytotox Counterscreen | HepG2 CAGA-GFP viability, ATP luminescence, 18 h | Potency, µM (series often up to 46.1 µM), for inactives: at the top dose activity change, negative = cytotoxicity, usual class: cytotoxic | actives 0.76% (n = 410,000); also: potency is read from the fitted curve at half-maximal effect; some results filed as inactive show a strong effect at the top dose
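CellTiter-Glo luminescence gave cytotoxicity after 18 hours at 37 degrees C. The cells were HepG2 CAGA-GFP in 1% FBS DMEM, stimulated with 500 pg/mL TGF-beta after compound addition. %Activity was normalised to no-cell wells (complete cell-killing) and DMSO (no toxicity), and curves were fitted and classified.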
KB-3-1 cytotox = qHTS assay for MDR1-selective chemotherapeutics: Primary screen using the parental adenocarcinoma cell KB-3-1; KB-3-1 viability, CellTiter-Glo ATP luminescence, 72 h; Potency, µM (highest dose often 46.1 µM), without a hit: at the top dose activity change, negative = cytotoxic, hits mostly cytotoxic; actives 1.4% (n = 400,000); AID 1347075, 2019; also: potency is read from the fitted curve at half-maximal effect; % is scaled to controls: 0 for no effect and ±100 for the full control effect; nearly all actives have a fitted effect of over 60% in size
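Cytotoxicity measured as CellTiter-Glo luminescence after 72 h at 37 C. Compound titrations were pinned onto drug-naive KB-3-1 parental adenocarcinoma cells grown in DMEM with 10% FBS, and normalized data fitted to concentration-response curves.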
S2 tox = Viability Counterscreen for Primary qHTS for Inhibitors of ATXN expression | actives 0.49% (n = 400,000) | S2 cells (HEK-293 line with an ATXN2-luciferase reporter) viability, CellTiter-Fluor protease fluorescence, 24 h | Potency, µM (highest dose often 56.7 µM), hits mostly cytotoxic | AID 651635, 2014; also: potency is read from the fitted curve at half-maximal effect; nearly all actives have a fitted effect of over 40% in size
Active calls of the source: *; i = inactive; ? = inconclusive; nt = no result given; [ ] = another dose, or the depositor's remark. Unless noted, calls follow the shape of the dose curve; as a rule, active = well fitted curve in the direction sought with a large enough effect; inconclusive = small, poorly fitted or top-dose-only effect, or another doubt; inactive = no such curve, though single readings can be large; an effect the other way counts as inactive or inconclusive.

SMILES	IL-1B inflam inh	MCF10A rereplic	ATXN2 expr inh	HT1080-NT tox	HT1080 IDH1KD tx	SW480 rerep	HepG2 viability	KB-3-1 cytotox	S2 tox
CCOc1c(Nc2cccc(Cl)c2)c(=O)c1=O	6	24%	0%	-2%	-5%	16%	2%	-6%	i
CCCCC(=O)Nc1ccc(C(=O)N2CCN(C)CC2)cc1	-24	1%	-23%	18%	9%	-6%	-15%	5%	i
Cc1cccc(N(CC(=O)N2CCOCC2)S(C)(=O)=O)c1	3	-9%	7%	-4%	-7%	-2%	-1%	0%	i
CCOc1cc(/C=N/NC(=O)c2ccncc2)cc(Br)c1O	-14	nt	nt	1%	3%	nt	2%	2%	i
COC(=O)[C@@H](NC(=O)CCc1nnc(-c2ccsc2)o1)C(C)C	7	3%	43%[activator]	14%	13%	-12%	-2%	-4%	i
CCOC(=O)C1CCN(c2nc3ccccc3nc2C(C#N)C(=O)OCCOC)CC1 (configuration not stated)	-10	29%	-3%	11%	16%	0%	5%	3%	?
CN1CCN(C(=O)C2CCCN(S(=O)(=O)c3ccc(Cl)cc3)C2)CC1 (configuration not stated)	-8	10%	14%	-2%	-6%	4%	0%	16%	i
CCN(CC)CCn1c2c(c(SCC(=O)NCc3ccccc3)nc1=O)CCCC2	-11	1%	10%	0%	4%	-2%	0%	-13%	i
O=C1C=C(O)CC(c2cccs2)C1 (configuration not stated)	14	2%	2%	12%	3%	0%	-13%	0%	i
CCCS/C(N)=N/N=C/c1ccccc1O	?	?	63%[activator]	-4%	-8%	?	-22%	?	i
COc1ccc(NC(=O)C(NC(=O)c2ccc(=O)[nH]c2)c2ccccc2)cc1 (configuration not stated)	-2	0%	0%	8%	9%	nt	35%	?	i
CCOc1ccccc1N1CN(CC)CNC1=S	-2	4%	2%	16%	14%	-2%	-53%	-1%	i
COc1ccc(/C=C/C(=O)OCC(=O)NC2CCCC(C)C2C)cc1S(=O)(=O)N1CCOCC1 (configuration not stated)	9	20%	nt	2%	0%	-88%[inhibitor]	6%	2%	i
O=C(COC(=O)CC1CCCC1)Nc1ccc(Br)cc1F	5	-18%	-3%	-2%	10%	-18%	-18%	-2%	i
CCCS(=O)(=O)NC(=O)C1(C)CCCN(C(=O)c2ccc3ccccc3n2)C1 (configuration not stated)	27	nt	7%	12%	17%	nt	4%	0%	i
Cc1ccc(NC(=O)c2cc(-n3cnnc3)ccc2Cl)c(C)c1	-6	?	2%	8%	16%	?	5%	6%	i
O=C1OCCC1Sc1nnc(-c2ccco2)o1 (configuration not stated)	14	4%	4%	14%	8%	5%	5%	2%	i
NC(=O)c1oc2ccccc2c1NC(=O)c1nc2ccccc2s1	13	12%	16%	19%	26%	17%	3%	0%	i
Cc1nc2sc(C)c(C)c2c(=O)o1	6	0%	2%	13%	10%	-8%	-6%	-7%	i
O=[N+]([O-])c1ccc(/C=N/Nc2nc(N3CCCCC3)nc(N3CCCCC3)n2)o1	-26	13%	-12%	-9%	2%	4%	-20%	-9%	?
C/C(=C\C1CCCCC1)C(NC(=O)c1ccc(C(F)(F)F)cc1)c1ccc(-c2ccccc2)cc1 (configuration not stated)	1	?	13%	5%	3%	-3%[9.22 µM]	-8%	8%	i
COc1cc(OC)c2c(-c3cccc(-c4ccc(O)cc4)c3)cc(=O)oc2c1	73	?	?	?	?	?	-19%	16µM*	i
CC=CCn1c(SCCCc2ccccc2)nc2c1c(=O)[nH]c(=O)n2C	35	nt	-17%	?	?	nt	-15%	-1%	?
C[C@H](CO)N1C[C@H](C)[C@H](CN(C)C(=O)c2ccncc2)OCc2ccccc2-c2c(n(C)c3ccccc23)C1=O	42	nt	2%	-7%	-7%	nt	-6%	1%	i
Cc1cc(OCc2nnc(SC(C)C(=O)O)n2-c2ccccc2)ccc1Cl (configuration not stated)	7	4%	2%	-9%	-6%	-6%	9%	10%	i
Cc1ccc(NS(=O)(=O)c2ccc3c(c2)NC(=O)CO3)c(C)c1	-22	5%	nt	-1%	0%	-7%	-4%	-2%	i
COc1ccc(CCNc2nc(-c3cccc(NC(C)=O)c3)cs2)cc1OC	-54*	29%	-27%	-25%	-30%	-5%	-11%	3%	i
Cc1cn(CC(=O)NCCc2ccccn2)c(=O)[nH]c1=O	17	-2%	3%	2%	6%	4%	6%	4%	i
COc1cccc(NC(=O)c2cc3ccccc3cc2OC)c1	-12	-2%	nt	-4%	0%	-2%	-11%	-6%	i
CCC(Sc1nc2ccccc2[nH]1)C(=O)Nc1ccc(NC(C)=O)cc1 (configuration not stated)	16	-22%	-9%	4%	5%	-8%	7%	-1%	i
CCCCN(C(=O)c1cccc(S(=O)(=O)N2CC(C)OC(C)C2)c1)c1c(N)n(CC(C)C)c(=O)[nH]c1=O (configuration not stated)	-2	9%	3%	3%	10%	0%	10%	13%	i
COCCNc1nc(Oc2cccc(NC(C)=O)c2)c2sccc2n1	26	nt	-9%	-2%	-5%	nt	-38%	-44%	i
O=C(OCc1ccccc1)/C(=C/c1cccc2ccccc12)NC(=O)c1ccccc1	15	1%	-2%	6%	7%	-6%	-9%	0%	i
N#CC(C(=O)NCCc1ccccc1)c1nc2ccccc2nc1N1CCCCC1 (configuration not stated)	-3	21µM*	4%	-1%	-2%	?	-10%	-18%	i
COCC(=O)NCCNc1nc2ccc(C)cc2cc1C	?	1%	3%	11%	0%	-2%	-19%	8%	i
O=C(Cn1cc2c(n1)CCCCC2)Nc1ccccc1Br	-14	?	nt	0%	6%	-29%	2%	-5%	?
Cc1occc1C(=O)N/N=C/C(Br)=C\c1ccccc1	?	20%	27%	-13%	-29%	12%	3%	-7%	i
CC1=NNC(=O)C1Cc1ccccc1 (configuration not stated)	-2	-1%	20%	16%	9%	5%	-39%	14%	i
CCOC(=O)c1ccc(NC(=O)c2csnn2)cc1	nt	nt	37%[activator]	nt	nt	nt	-3%	3%	i
CC1CCN(S(=O)(=O)c2ccc(NC(=O)[C@@H]3CCCC[C@@H]3C(=O)O)cc2)CC1	39	?	1%	1%	0%	2%	11%	6%	i

Among those listed so far, these have fluorine:
SMILES	IL-1B inflam inh	MCF10A rereplic	ATXN2 expr inh	HT1080-NT tox	HT1080 IDH1KD tx	SW480 rerep	HepG2 viability	KB-3-1 cytotox	S2 tox
O=C(COC(=O)CC1CCCC1)Nc1ccc(Br)cc1F	5	-18%	-3%	-2%	10%	-18%	-18%	-2%	i
C/C(=C\C1CCCCC1)C(NC(=O)c1ccc(C(F)(F)F)cc1)c1ccc(-c2ccccc2)cc1 (configuration not stated)	1	?	13%	5%	3%	-3%[9.22 µM]	-8%	8%	i

Further entries follow.
SMILES	IL-1B inflam inh	MCF10A rereplic	ATXN2 expr inh	HT1080-NT tox	HT1080 IDH1KD tx	SW480 rerep	HepG2 viability	KB-3-1 cytotox	S2 tox
COc1ccc(OC)c(NC(=O)CN2C(=O)CCc3cc(S(=O)(=O)N4CCCCC4)ccc32)c1	nt	nt	-13%	nt	nt	nt	-15%	-17%	i
Cc1ccc(C(C)(C)C)cc1S(=O)(=O)NC(=O)c1ccccc1	10	-6%	14%	0%	-2%	-19%	-7%	0%	i
Cc1ccc(CNC(=O)CCC2CCCN(Cc3c(C)nn(C(C)C)c3C)C2)o1 (configuration not stated)	1	1%	nt	-13%	1%	1%	7%	-9%	i
Cc1ccc(Oc2ncccc2NC(=O)CC(CC(=O)O)c2ccccc2)c2c1CCC2 (configuration not stated)	41	1%	7%	11%	17%	-1%	2%	18%	i
COc1cc(Cl)c(C)cc1NC(=O)CN1CCN(C(=O)C2CC2)CC1	2	-13%	-8%	-24%	-29%	?	-12%	-91%	?
CC1=C(C(=O)OCCOC(C)C)C(c2cccc3ccccc23)NC(=O)N1 (configuration not stated)	6	1%	-21%	-4%	-4%	-7%	3%	1%	i
Cc1ccc(-c2noc(CNCCCN(C)C)n2)cc1	-1	9%	3%	-4%	16%	-24%	-22%	0%	i
COC(=O)c1ccc2c(=O)n(Cc3ccco3)c(SCC(=O)Nc3cc(C)on3)nc2c1	4	22%	-38%	8%	5%	-7%	2%	?	i
N#Cc1c(-c2ccccc2)nc(N2CCCCCC2)[nH]c1=O	19	13%	5%	-27%	?	-11%	7%	-1%	i
CC1CCN(c2oc(-c3ccc(COc4ccccc4)o3)nc2C#N)CC1	nt	nt	-7%	nt	nt	nt	-7%	-11%	i
O=C(CN1CCC(Cc2ccccc2)CC1)NC(=O)NCc1ccccc1	-52*	22%	-10%	11%	15%	-2%	-18%	-2%	i
O=Nc1ccc(O)c2ncccc12	-98*	13%	nt	12µM*	?	?	-96%	21µM*	16µM*
c1ccc(OCCN2C3=NCCN3c3ccccc32)cc1	-4	14%	-8%	-11%	-12%	-6%	-9%	-4%	i
Nc1ccc(C(=O)OCc2nc3cc4ccccc4cc3[nH]2)cc1	-12	-4%	105%[activator]	?	?	-13%	-9%	?	i
CCOc1ccc(N(C)S(=O)(=O)c2ccc(C)c(C(=O)Nc3nnc(C4CC4)s3)c2)cc1	-3	8%	nt	-6%	-3%	-2%	-7%	-16%	i

Exported in CSV form: three of the compounds above.
SMILES,IL-1B inflam inh,MCF10A rereplic,ATXN2 expr inh,HT1080-NT tox,HT1080 IDH1KD tx,SW480 rerep,HepG2 viability,KB-3-1 cytotox,S2 tox
CCN(CC)CCn1c2c(c(SCC(=O)NCc3ccccc3)nc1=O)CCCC2,-11,1%,10%,0%,4%,-2%,0%,-13%,i
O=C1C=C(O)CC(c2cccs2)C1 (configuration not stated),14,2%,2%,12%,3%,0%,-13%,0%,i
CCCS/C(N)=N/N=C/c1ccccc1O,?,?,63%[activator],-4%,-8%,?,-22%,?,i

Assay outcomes: PubChem, National Center for Advancing Translational Sciences (NCATS)
